12-LOX inh – ALOX12 (human) lipoxygenase inhibition. purified 12hLO, xylenol orange hydroperoxide absorbance. Potency, µM (top dose mostly 108 µM), for inactives: at the top dose activity change, negative = inhibition, most hits filed as inhibitors. 1.1% of 580,000 active. AID 1671190; active means well fitted inhibition curve with a large enough effect; inconclusive means small, poorly fitted or top-dose-only effect, or another doubt; inactive means no such curve, though single readings can be large or run the other way
Target sequence (P18054 whole entry, looked up): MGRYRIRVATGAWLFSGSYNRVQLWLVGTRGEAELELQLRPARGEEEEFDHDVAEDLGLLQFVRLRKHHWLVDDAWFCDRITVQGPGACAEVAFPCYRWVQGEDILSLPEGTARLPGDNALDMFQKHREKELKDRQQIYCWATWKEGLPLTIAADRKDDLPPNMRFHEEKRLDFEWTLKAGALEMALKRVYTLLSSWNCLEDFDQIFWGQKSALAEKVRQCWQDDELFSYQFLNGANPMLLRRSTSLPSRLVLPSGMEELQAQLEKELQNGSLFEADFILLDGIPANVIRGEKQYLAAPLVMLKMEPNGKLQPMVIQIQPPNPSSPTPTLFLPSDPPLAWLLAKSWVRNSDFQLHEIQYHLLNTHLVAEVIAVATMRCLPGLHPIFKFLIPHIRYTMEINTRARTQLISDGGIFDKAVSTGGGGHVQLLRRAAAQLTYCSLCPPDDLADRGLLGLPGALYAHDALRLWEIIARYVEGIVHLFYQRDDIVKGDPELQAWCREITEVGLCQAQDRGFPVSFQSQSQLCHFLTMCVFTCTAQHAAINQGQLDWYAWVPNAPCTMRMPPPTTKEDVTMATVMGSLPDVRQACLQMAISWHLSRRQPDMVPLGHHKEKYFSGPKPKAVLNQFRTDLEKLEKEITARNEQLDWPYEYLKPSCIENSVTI
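Hydroperoxide product was detected by ferrous iron/xylenol orange as the 573 to 405 nm absorbance ratio. Arachidonic acid at 40 uM (final) was turned over for 30 min at room temperature by 150 nM human 12hLO, pH 7.0 Hepes buffer, after 15 min compound preincubation.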
Starred values were filed as active, the others as inactive; ? = inconclusive; [ ] = dose if it differs, or a comment. On the % scale 0 is the no-effect control and ±100 the full control effect; potency means the concentration at half of the fitted maximal effect.

Start of the data: the first 7 entries as a preview:
SMILES | 12-LOX inh
CC1(Cc2ccc(OC(F)(F)F)cc2)C(=O)Nc2c(Cl)ccc(Cl)c21 (stereo not given) | ?
CC(=O)NCCNC[C@@H]1C=C(C)[C@H](Cc2nnc(-c3ccc(C)cc3)o2)C[C@H]1C(C)C | 20%[176 µM]
CN(CC1CCCCC1)[C@H]1CC[C@@]23CCCN2C(=O)CCC[C@H]3[C@H]1Cc1ccccc1 | ?
C=CCN(Cc1cccc(OCC)c1)C(=O)c1ccc(=O)[nH]c1 | 34%[activator]
O=C(NCC(=O)N1CCSCC1)C1CCCN(S(=O)(=O)c2ccc(Cl)cc2)C1 (stereo not given) | 1%
COCC(=O)N[C@@H]1CN(C(=O)c2ccc(F)cc2)CC[C@@H]1CO | 28%
CC(C)(C)CC(C)(C)NC(=O)c1ccc(C#N)cc1 | ?

The listing, previewed entries included:
SMILES | 12-LOX inh
CC1(Cc2ccc(OC(F)(F)F)cc2)C(=O)Nc2c(Cl)ccc(Cl)c21 (stereo not given) | ?
CC(=O)NCCNC[C@@H]1C=C(C)[C@H](Cc2nnc(-c3ccc(C)cc3)o2)C[C@H]1C(C)C | 20%[176 µM]
CN(CC1CCCCC1)[C@H]1CC[C@@]23CCCN2C(=O)CCC[C@H]3[C@H]1Cc1ccccc1 | ?
C=CCN(Cc1cccc(OCC)c1)C(=O)c1ccc(=O)[nH]c1 | 34%[activator]
O=C(NCC(=O)N1CCSCC1)C1CCCN(S(=O)(=O)c2ccc(Cl)cc2)C1 (stereo not given) | 1%
COCC(=O)N[C@@H]1CN(C(=O)c2ccc(F)cc2)CC[C@@H]1CO | 28%
CC(C)(C)CC(C)(C)NC(=O)c1ccc(C#N)cc1 | ?
COC(=O)c1ccc2nc(-c3ccc(F)cc3)c(Cc3cccc(F)c3)n2c1 | 0%
C[C@H]1CN([C@@H](C)CO)S(=O)(=O)c2ccc(-c3ccncc3)cc2O[C@H]1CN(C)C(=O)c1cccc(F)c1 | 4%
O=C(c1ccc2c(c1)OCO2)N1CCCC2(CNc3ccccc3[S+](=O)([O-])N2)C1 (stereo not given) | 22%
O=C(c1cn(CCC2CCCCC2)nn1)N1CCN(C(=O)c2ccco2)CC1 | 78%[activator]
CC1CCN(S(=O)(=O)c2ccc(NC(=O)Cn3cnc4c3c(=O)n(C)c(=O)n4C)cc2)CC1 | 4%
CCCCn1nc(C(=O)Nc2ncc(Cc3ccc(F)cc3)s2)ccc1=O | -4%
CCCCc1nn(CC(=O)N(C)Cc2cc(C)on2)c(=O)n1CC | 65%[activator]
Cc1cc(N2CCN(C(=O)Cn3nnnc3CN3CCC(C)CC3)CC2)cc(C)n1 | 21%
CCOC(=O)N1CCN(C(=O)CCN2C(=O)/C(=C\c3ccc(OC)c(OC)c3)SC2=S)CC1 | 0%
Cc1cc(C)n2nc(SC(C)C(=O)Nc3c(Cl)cc(Cl)cc3Cl)nc2n1 (stereo not given) | ?
CCCc1nc(SC)ncc1C(=O)NCc1ccc(C)cc1 | ?
CCNC(=O)NC(=O)C(C)OC(=O)c1nc(-c2ccccc2)oc1C (stereo not given) | ?
COc1ccc(N2CCN(c3nc(C(=O)N4CCN(C)CC4)cs3)CC2)cc1 | 3%
CCCN1CCN(C(=O)C2CCCN(c3cnn(Cc4ccccc4)c(=O)c3)C2)CC1 (stereo not given) | 9%
COc1cc2c(cc1OC)C1CCc3cc4c(cc3C1N=C2)OCO4 (stereo not given) | ?
CC(C)C1CCC(C)C(C(O)c2ccc(-c3ccccc3)cc2)C1=O (stereo not given) | -12%
CC1CCC(NC(=O)CN2CCC(c3nc4ccccc4o3)CC2)CC1 (stereo not given) | 5%
CCN1CCN(c2ncc(C(C)(C)C(=O)O)c(N3CCOCC3)n2)CC1 | 82%[activator]
CCOc1ccc(OCCOC(=O)Cc2coc3cc4c(cc23)CCC4)cc1 | -28%
Cc1cccc(-c2nc(C#N)c(N3CCN(C(=O)c4ccc(F)cc4)CC3)o2)c1 | ?
CCCCc1ccc(C(=O)Cn2nnc(-c3cccc(F)c3)n2)cc1 | -34%
Cc1ccc2nc(N3CCCCCC3)c(CN(CC3CCCO3)C(=O)c3cncs3)cc2c1 (stereo not given) | 13%
CC1(C)CC(=O)C(CSC(=O)c2ccccc2)C(=O)C1 | ?
O=C(Nc1cccc(-n2cccn2)c1)C1CCCN1C(=O)C1CCCCC1 (stereo not given) | 30%
CCc1nc2ccc(C(=O)N3CCN(S(=O)(=O)CC)CC3)cn2c1N(C)Cc1cccs1 | -10%
Cc1nc(N2CCN(C(=O)c3cccc(F)c3)CC2)cc(C(F)(F)F)n1 | 18%
Cc1ccc2nc(C3CCCN(CC(C)C)C3)[nH]c(=O)c2c1 (stereo not given) | 14%[176 µM]
O=C1CS(=O)C2(CCN(S(=O)(=O)Cc3ccccc3)CC2)N1CC1CC1 (stereo not given) | 45%
Cc1cc(C)n2nc(C(=O)OC(C(=O)c3c[nH]c4ccccc34)c3ccccc3)nc2n1 (stereo not given) | -18%
COC(=O)c1cnc(NC(=O)C2(C)CCN2C(=O)C(C)C)s1 (stereo not given) | 13%
CCOC(=O)C1(C)CCN1C(=O)c1ccccc1 (stereo not given) | 11%
CC(=O)N1CCN([C@H]2[C@@H]3OC[C@@H](O3)[C@@H](NCc3ccc(OC(F)(F)F)cc3)[C@@H]2O)CC1 | 7%
CC1(C2CC2)NC(=O)N(CC(=O)Nc2ccc(OC(F)F)cc2)C1=O (stereo not given) | 0%
CN1CCN(C(=O)c2cccc(-c3cnc4cnc(-c5ccccc5Oc5ccccc5)cn34)c2)CC1 | 10%
CC(=O)NC1CCN(C(=O)C2CCN(c3oc(-c4ccco4)nc3C#N)CC2)CC1 | ?
COC(=O)c1ccc(/C=C/c2cccc(C#N)c2)nc1 | -16%
Cc1cnc(NC(=O)CCOc2cccc(Br)c2)s1 | 24%
Cc1cccc2oc(CNC(=O)C(c3cccnc3)N3CCOCC3)nc12 (stereo not given) | 38%
O=C1NCCCCCCN(C(=O)c2ccncc2)[C@H]2CCCC[C@@H]12 | 8%
Cc1cc(C(=O)N2CCCC(CCc3c(F)cccc3F)C2)no1 (stereo not given) | 62%[activator]
CC(C)C(NC(=O)C1CCN(C(=O)C2CC2)CC1)c1nccn1C (stereo not given) | 39%[activator]
CC(C)CNc1oc(-c2ccc(S(=O)(=O)N3CCCCCC3)cc2)nc1C#N | 19%
COC[C@@H]1CN(C(=O)c2cc(Cl)ccc2F)C[C@H]1C(N)=O | 36%[activator]

Quoted at random: 2 entries already listed.
SMILES | 12-LOX inh
CC1CCC(NC(=O)CN2CCC(c3nc4ccccc4o3)CC2)CC1 (stereo not given) | 5%
CC(C)C(NC(=O)C1CCN(C(=O)C2CC2)CC1)c1nccn1C (stereo not given) | 39%[activator]

More structures:
SMILES | 12-LOX inh
CCOc1ccc(Cl)cc1-c1cc(C(=O)NCc2ccccc2)[nH]n1 | 3%
CCOc1cc(/C=C2/NC(=O)NC2=O)cc(Cl)c1OCc1ccc(C(=O)O)cc1 | -2%
COc1ccc(C(=O)NC2CCN(C(=O)N3CC4CC(C3)[C@H]3CCCC(=O)N3C4)CC2)cc1 (stereo not given in full) | 52%[activator]
CC(C)C1C(=O)N(Cc2cn(CCC3OCCCO3)nn2)CCS(=O)(=O)N1Cc1ccc(-c2ccc(Cl)cc2)cc1 (stereo not given) | 2%
COc1ccc(OC)c(NC(=O)c2ccc(-n3cccn3)cc2)c1 | 15%
COc1cc(C)cc2oc(=O)c(CC(=O)NCCCO)c(C)c12 | 16%
COc1ccc(-c2nnc3n2CCN(C(C)=O)C3)cc1 | -5%[176 µM]
CCCCCC(=O)N1CC[C@@H](CC(=O)NCc2ccccc2)[C@@H](CC)C1 | 6%[176 µM]
CC(C)(C)NC(=O)C(C1CC1)n1c(-c2ccccc2)nc2ccccc21 (stereo not given) | 19%
O=C(Nc1ccc(N2CCOCC2)cc1)C1(CCO)CCN(c2ncccn2)C1 (stereo not given) | 42%[activator]
CCN(CC)CC1CCN(C(=O)c2cc(F)cc3nc(C)c(C)nc23)CC1 | -1%
COc1ccc(-c2coc3c(C(=O)NCc4cccc(Cl)c4)cccc23)c(C)c1 | -21%
COc1cccc(CCNC(=O)c2cc(COc3ccc(C)c(C)c3)on2)c1OC | -3%
CN(C)S(=O)(=O)c1cccc(NC(=O)Cc2cc(Cl)c3c(c2)OCCCO3)c1 | ?
CN(Cc1ccccc1)C(=O)C[C@@H]1CCNC[C@@H]1Cc1cc(CN2CCCCC2)on1 | 5%[176 µM]
CCC(CC)C(=O)NC[C@@H]1C=C(C)[C@H](Cc2nc3ccc(OC)cc3[nH]2)C[C@H]1C(C)C | 7%[176 µM]
CCC(O)c1cnc(OCc2ccccc2)nc1OCc1ccccc1 (stereo not given) | -4%
CCn1c(-c2ccccc2F)nc2cc(C(=O)N3CCNC(=O)C3CC(=O)OC)cc(NC(C)=O)c21 (stereo not given) | -1%
CCOC(=O)c1c(NC(=O)c2ccoc2C)sc2c1CCC(C(C)(C)C)C2 (stereo not given) | -21%
Cc1nc2n(c1C(=O)N(C)c1ccccc1)CCC(Nc1ccc(F)cc1)C2 (stereo not given) | 24%[176 µM]
Cc1cnc(SCC2CCCO2)nc1C1CCCN(C(=O)C2=NNC(=O)CC2)C1 (stereo not given) | 6%
Cc1oc(-c2nc(C#N)c(NCC3CCCO3)o2)cc1S(=O)(=O)N(C)C (stereo not given) | 13%
COC[C@@H]1CN(C(=O)c2ccc(OC)cc2OC)C[C@H]1c1ccncc1 | 12%
COc1ccc2c(c1)-c1nc(-n3ncc(C(=O)N(C)CC4CCCN(C)C4)c3C3CC3)ncc1CC2 (stereo not given) | 5%
CC(C)N1CCN(C(=O)CCC[C@@H]2[C@H]3CCCN4CCC[C@@H](CN2C(=O)c2cccnc2)[C@@H]34)CC1 | 66%[activator]
O=C(O)CCNS(=O)(=O)c1cccc(C(F)(F)F)c1 | -25%
CC(=O)c1c(C)nn(CCC(=O)N[C@@H]2CCNC[C@H]2O)c1C | -1%
CC(C)c1ccccc1NC(=O)CN1C(=O)NC2(CCOCC2)C1=O | 12%
CCc1cc(Br)ccc1NC(=O)Nc1cccc(C(C)=O)c1 | -54%
c1cncc(CN2CCCCC2c2nc(CCOCC3CCOCC3)no2)c1 (stereo not given) | 33%[activator]

7 successive compounds from above:
SMILES | 12-LOX inh
CN(CC1CCCCC1)[C@H]1CC[C@@]23CCCN2C(=O)CCC[C@H]3[C@H]1Cc1ccccc1 | ?
C=CCN(Cc1cccc(OCC)c1)C(=O)c1ccc(=O)[nH]c1 | 34%[activator]
O=C(NCC(=O)N1CCSCC1)C1CCCN(S(=O)(=O)c2ccc(Cl)cc2)C1 (stereo not given) | 1%
COCC(=O)N[C@@H]1CN(C(=O)c2ccc(F)cc2)CC[C@@H]1CO | 28%
CC(C)(C)CC(C)(C)NC(=O)c1ccc(C#N)cc1 | ?
COC(=O)c1ccc2nc(-c3ccc(F)cc3)c(Cc3cccc(F)c3)n2c1 | 0%
C[C@H]1CN([C@@H](C)CO)S(=O)(=O)c2ccc(-c3ccncc3)cc2O[C@H]1CN(C)C(=O)c1cccc(F)c1 | 4%

Additional entries
SMILES | 12-LOX inh
CCn1nccc1C(=O)N1CCOc2ccc(CCC(N)=O)cc2C1 | 35%[activator]
Cc1cc(C)cc(C(=O)NC(Cc2ccccc2)C(=O)N2CCN(c3ccccn3)CC2)c1 (stereo not given) | -12%
Cc1ccc(C2=CC(=O)N(CCC(N)=O)C2)cc1 | ?
CCN1CCN(C(=O)C2=CC(c3ccccc3OC)=NS(=O)(=O)N2C)CC1 | -12%
CN(C)CCC(=O)N1Cc2ccccc2CC2(CCCCN2CC2CCOCC2)C1 (stereo not given) | ?
CNC(=O)[C@@H]1CN(C(=O)c2cnc[nH]2)C[C@H]1COC | 1%
CCOC(=O)C1=CCN(S(=O)(=O)c2ccc(C)cc2)C1c1ccc(C)cc1 (stereo not given) | -11%
C[C@@H]1NS(=O)(=O)c2cccc(Cl)c2O[C@@H]1c1ccccc1 | 6%
OC1CN(Cc2ccccc2)CCN(Cc2ccc(OC(F)F)cc2)C1 (stereo not given) | 82%[activator]
CC(C)C[C@H](NC(=O)c1ccc(Cl)c(Cl)c1)C(=O)N1CCC[C@H]1C(=O)NCc1ccccc1 | -17%
O=C(NCc1ccccc1F)C(=O)Nc1cccc(O)c1 | -4%
COc1ccc2c(C)c(CCC(=O)N3CCC(OCc4ccccc4)CC3)c(=O)oc2c1 | -39%
CC(Sc1ccc2c(c1)OCCCO2)C(=O)c1ccc(F)cc1 (stereo not given) | 7%
O=C(NCC1COc2ccccc2O1)c1ccccn1 (stereo not given) | ?
O=C(Nc1ccc(F)cc1F)C1CC2CCC1C2 (stereo not given) | 7%
COc1cccc(-c2csc(/C(C#N)=C/c3ccccc3C(F)(F)F)n2)c1 | 11%
COc1cc(NC(=O)c2ccc(N3C(=O)C(C)(C)CS3(=O)=O)cc2)cc(OC)c1OC | 8%
CCC(=O)N(C1CCOCC1)C1CCN(S(=O)(=O)c2ccc(C)cc2C)CC1 | ?
COCCN1C(=O)c2ccccc2C(C(=O)Nc2nc3c(s2)CCC3)C12CCCC2 (stereo not given) | 17%
O=C1NC[C@H](CCCCN2C[C@H](Cc3ccc(O)cc3)N(CCC3CCCCC3)C(=O)C2=O)N(CCC2CCCCC2)C1=O | ?
COc1ccccc1N1CCN(C2CCCN(C3CCN(Cc4ccccc4)CC3)C2)CC1 (stereo not given) | 35%[activator]
Cc1cc(C)n(-c2ccccc2)n1 | ?
CC(=O)Nc1ccc(CN2C3CCC2CN(C(C)C)C3)cc1 | 39%[activator][176 µM]
O=C(CC1CCOC2(CCN(Cc3ccsc3)CC2)C1)N1CCCC1 (stereo not given) | 72%[activator]

Source: PubChem BioAssay (National Center for Advancing Translational Sciences (NCATS))

An excerpt; rates above refer to the full screens.
